NALP3 yeast inh = NALP3 inhibition in yeast | Yeast reconstituted NLRP3/ASC/caspase-1, beta-gal luminescence, 24 h | inhibition, % at 10 µM | hit rate 0.39% among 330,000;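 active = inhibition of 50% or more; inactive = inhibition below 50%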;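 note: plate controls were induced DMSO wells for no effect and uninduced yeast grown without galactose for full effect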
APJ agonist = APJ receptor agonism | AID 2520 | hit rate 0.11% among 330,000 | CHO-K1 APJ PathHunter beta-arrestin, luminescence; 0% DMSO wells, 100% apelin | P35414 | activation, % at 20 µM;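 active = activation more than six SD over the plate average, tested at 20 µM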;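 note: 0% = DMSO alone and 100% = apelin-13 at 10 nM; some results filed as inactive read as strong as hits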
Target sequence (P35414 whole entry, looked up): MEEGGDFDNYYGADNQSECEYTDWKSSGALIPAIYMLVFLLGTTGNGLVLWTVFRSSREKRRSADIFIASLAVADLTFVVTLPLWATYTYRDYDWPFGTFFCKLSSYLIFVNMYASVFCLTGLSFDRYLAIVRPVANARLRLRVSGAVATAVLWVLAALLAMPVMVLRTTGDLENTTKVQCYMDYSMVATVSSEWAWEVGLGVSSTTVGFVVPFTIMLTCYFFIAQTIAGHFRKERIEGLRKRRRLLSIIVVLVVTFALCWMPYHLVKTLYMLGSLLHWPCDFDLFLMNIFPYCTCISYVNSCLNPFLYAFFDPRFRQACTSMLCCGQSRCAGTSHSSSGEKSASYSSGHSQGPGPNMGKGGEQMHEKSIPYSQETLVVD
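Assay system – PathHunter CHO-K1 APJ (AGTRL-1) beta-arrestin reporter cells · Compound – one dose, 20 µM compound, 1% DMSO · Timing – compound 90 min 25 °C, reagent 1 h · Measured by – luminescence from split beta-galactosidase complementation, Galacton Star/Emerald II substrate · Measure – beta-arrestin recruitment to APJ as agonist activity, luminescent signal · Benchmarks – DMSO vs Apelin-13 10 nM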
TIM10 inh = growth inhibitors of TIM10 yeast strain; S. cerevisiae TIM10 strain growth, BacTiter-Glo luminescence, 24 h; inhibition, % at 10 µM; hit rate 1.4% among 330,000;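 active = inhibition of 40% or more at the single tested concentration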;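 note: wild-type TIM10 isogenic control strain grown at permissive 25 °C; 0% = DMSO yeast wells and 100% = minimal medium wells without yeast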
APJ antagonist = antagonists of human APJ apelin receptor; P35414; CHO-K1 APJ beta-arrestin complementation, luminescence; inhibition, % at 20 µM; hit rate 0.32% among 330,000;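 active = inhibition above about 40% at 20 µM, limit read from the data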;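 note: cells challenged with 10 nM apelin-13 agonist together with compound; plate controls were apelin-13 plus DMSO wells for no effect and DMSO wells lacking apelin-13 for full effect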
tim10-1 inh = tim10-1 yeast growth inhibition; S. cerevisiae tim10-1 ts strain growth, BacTiter-Glo, 24 h; inhibition, % at 20 µM; hit rate 2.2% among 330,000; AID 463190;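 active = inhibition of at least 40%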;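 note: mutant grown at 25 °C; 0% = DMSO wells with yeast and 100% = wells holding no yeast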
tim23-1 inh = growth inhibitors of tim23-1 mutant yeast | S. cerevisiae tim23-1 growth, BacTiter-Glo luminescence, 24 h | inhibition, % at 20 µM | hit rate 1.3% among 330,000;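 active = growth inhibition of the mutant yeast at or above 50%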;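 note: temperature-sensitive mutant grown at 25 °C; plate controls were DMSO-treated mutant yeast for no effect and medium wells lacking yeast for full effect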
GRIN3A LBD mod = NR3A (human) ligand-binding domain modulation; hit rate 2.5% among 340,000; NR3A LBD differential scanning fluorimetry, Tm shift; 0% = protein alone, 100% = glycine-bound protein; Tm shift relative to glycine control, % at 25 µM;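 active = melting temperature shift of at least 10% of the positive control shift, at one fixed dose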
beta cell repl = inducers of beta-cell replication in MIN6 cells. proliferation, % at 10 µM. hit rate 0.29% among 330,000. MIN6 cells proliferation, ATPlite luminescence, 48 h; cells starved in 0.2% serum; 100% = growth in 10% serum. AID 2380;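 active = compounds whose signal lies at least 3.5 SD above the mean of all wells on their plate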;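 note: 0% = DMSO-treated cells in low-serum medium and 100% = 10% serum control; some compounds called inactive have numbers as strong as hits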
MPTP block = blocks calcium-induced mitochondrial swelling. hit rate 1.4% among 360,000. inhibition, % at 10 µM. isolated mouse mitochondria, Ca2+ swelling absorbance, 30 min. AID 602449;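 active = inhibition of 50% or more, scaled per plate between neutral and stimulator controls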;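 note: 0% = DMSO wells given calcium and 100% = 1 mM EGTA wells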
Starred values were filed as active, the others as inactive; . = no result given. Not all compounds are listed, so the mix of outcomes need not match the whole.

SMILES	NALP3 yeast inh	APJ agonist	TIM10 inh	APJ antagonist	tim10-1 inh	tim23-1 inh	GRIN3A LBD mod	beta cell repl	MPTP block
CCCCCC(=O)N[C@@H](c1ccccc1)[C@@H](O)C(=O)O[C@H]1C[C@@]2(O)[C@@H](OC(=O)c3ccccc3)C3[C@](C)(C(=O)[C@H](O)C(=C1C)C2(C)C)[C@@H](OC1OCC(O)C(O)C1O)C[C@H]1OC[C@@]31OC(C)=O (some centres not stated)	-1	-1	-9	-59	21	8	-2	-2	-1.6
O=c1[nH]c(=O)n(-c2ccc(F)cc2)c(O)c1/C=C1\C=Nc2ccccc21	9	-3	8	2	-8	3	-21	-2	0.6
CN=C1CN(O)C(c2ccccc2)=c2cc(Cl)ccc2=N1	23	4	7	-7	13	19	-1	-1	1.1
COc1ccc2c(c1)c(C(=O)CN1CCC3(CC1)OCCO3)c(C)n2Cc1ccccc1	20	-2	8	1	23	1	1	0	-2.1
Cc1ccsc1C(=O)C1CCCN(Cc2ccn[nH]2)C1 (configuration not stated)	6	-5	3	5	2	-14	2	-3	0.9
CCC(C)C1N=C(c2ccccc2)c2cc(Cl)ccc2N(CC(=O)NCc2ccco2)C1=O (configuration not stated)	14	-2	-7	-7	15	1	0	-1	-0.9
CC(C(=O)c1ccc(Cl)cc1Cl)n1cncn1 (configuration not stated)	10	-1	0	-12	20	0	0	-3	-0.7
CCCC(=O)c1ccc(CP(=O)(OCC)OCC)o1	10	2	-20	-14	-3	9	0	-1	-1.0
CCCCCn1c(=O)c(C(=O)NCc2ccccc2Cl)c(O)c2ccccc21	17	1	-5	-27	-12	-4	0	-5	3.9
O=C1NC(=O)C(=Cc2ccsc2)C(=O)N1	4	-2	1	-7	4	1	0	-3	5.0
CCCCCSc1cc(O)c(C(CNC)C(C)C)cc1OC (configuration not stated)	8	-1	-7	-17	-3	13	0	0	15
Nc1c(C(=O)OCc2ccccc2)c2nc3ccccc3nc2n1Cc1cccs1	15	-11	2	63*	45*	22	14*	-6	21
CCOP(=S)(OCC)SCOC(=O)NCC(=O)OC	11	1	2	-5	12	22	-3	-3	-0.3
O=C(COc1ccc(Cl)cc1)NC1CN2CCC1CC2 (configuration not stated)	7	2	-16	0	0	12	0	-3	-4.5
CCCCSP1(=S)NCCCN1	-7	1	-8	-14	-3	6	-1	2	-0.8
Cn1c2ccccc2c2c(C(=O)N3CCC4(CC3)OCCO4)cn(C3CCCC3)c(=O)c21	1	-3	16	0	30	28	0	0	-1.3
C=C(C)[C@@]12OC3(c4ccccc4)O[C@@H]1C1[C@@H]4O[C@]4(CO)[C@@H](O)[C@]4(O)C(=O)C(C)=C[C@H]4[C@@]1(O3)[C@H](C)[C@H]2OC(=O)/C=C/C=C/c1ccccc1 (some centres not stated)	9	-8	18	16	19	10	2	-6	2.0
COc1ccc(NC2=NCC(C)S2)cc1 (configuration not stated)	13	-2	-10	-12	12	14	0	-2	-1.1
C=CCc1ccc(OC)cc1	11	-2	2	-11	11	-8	-4	6	-1.4
CNP1(NC)=NC(C(F)(F)F)=NC(C(F)(F)F)=N1	4	2	9	-5	11	2	0	-2	-1.2
C/C(=C/C=C/[C@@H](C)C(=O)O)[C@H]1CN[C@H](C(=O)O)[C@H]1CC(=O)O	17	-4	5	12	-2	1	0	-2	0.0
CCN1C[C@@]2(COC)C3[C@@H](OC)[C@H]4[C@@H]1[C@@]3(C1C[C@H]3[C@H](O)C1[C@]4(O)C[C@H]3OC)[C@@H](OC)C[C@H]2O (some centres not stated)	1	-3	-3	12	-4	0	0	-4	-2.9
C=CCC1C(=O)NC(=S)NC1=O	16	-4	12	0	-5	17	1	-2	1.4
Nc1ccc(C2(c3ccc(N)cc3)c3ccccc3-c3ccccc32)cc1	6	-4	26	-3	37	37	-11	-6	2.4
COC(=O)C1=C(c2ccccc2)C[C@@H]2CC[C@H]1N2C(=O)NC1CCCCC1	11	-4	8	9	4	14	-1	2	-0.4

(cont.)
SMILES	NALP3 yeast inh	APJ agonist	TIM10 inh	APJ antagonist	tim10-1 inh	tim23-1 inh	GRIN3A LBD mod	beta cell repl	MPTP block
CN(C)CC1CSCCC1(O)c1cccc(Cl)c1 (configuration not stated)	10	3	7	3	11	4	1	3	3.9
CCC(C)C1NC(=O)C(C(C)=O)=C1O (configuration not stated)	14	3	-7	-26	0	-5	-3	0	-0.1
O=c1cccc2n1CC1CNC[C@H]2C1	19	-1	7	6	5	5	2	-1	-2.1
CC1COC2N=C(N[N+](=O)[O-])NC2O1 (configuration not stated)	23	0	-2	-9	2	11	-1	0	0.6
CC(C)c1cc(Br)c(NC(=O)Nc2cccnc2)c(Br)c1	14	-2	-7	20	3	7	0	-1	1.0
CN(C)CCCNCC(=O)Nc1ccc(Cl)cc1C(=O)c1ccccc1	22	-1	7	-9	-3	9	-1	-3	-0.6
O=S(=O)(c1ccc(O)cc1)c1ccc(O)cc1	15	2	14	1	-6	10	1	-3	-1.0
CCC1=C(C)C(N2CCOCC2)=NP(N2CCOCC2)(N2CCOCC2)=N1	-4	2	8	3	0	7	2	0	-2.6
Cn1c(=O)c2c(nc(N/N=C/c3c(O)n(C4CCCCC4)c(=S)[nH]c3=O)n2C)n(C)c1=O	17	0	-18	-2	-9	-1	-3	0	0.2
CCOC(=O)C(O)(c1ccc(N(CC)S(=O)(=O)c2ccccc2)cc1)C(F)(F)F (configuration not stated)	3	0	-11	-16	2	3	1	4	1.1
O=C(Cc1cccc(C(F)(F)F)c1)N1CCN(CC(=O)N2CCCC2)CC1	3	-1	13	-52	2	12	-4	-4	-0.9
CC1(O)CCN2C(=O)CCc3cccc1c32 (configuration not stated)	3	2	3	-9	-2	-1	2	-4	-0.9
COC(=O)C1=C(c2ccc3ccccc3c2)C[C@@H]2CC[C@H]1N2C(=O)N1CCC(O)CC1	9	-5	8	3	7	28	0	0	-0.4
COC(=O)C1=C(c2cccc(OCc3ccccc3)c2)C[C@@H]2CC[C@H]1N2C(=O)NCc1cc(C)oc1C(F)(F)F	10	-4	6	6	17	16	-3	-7	-1.8
O=S(=O)(c1ccc(F)cc1)N1CCCC1c1cccnc1 (configuration not stated)	4	2	10	4	-6	11	-1	-1	2.1
CCN(CC)S(=O)(=O)c1cccc(N=Nc2c(O)n(CC)c(=S)n(CC)c2=O)c1	16	-4	12	30	26	43	-3	-3	8.6
CN1CCc2cc(O)cc3c2[C@H]1Cc1ccc(O)c(O)c1-3	22	-4	-15	3	0	-15	2	-8	0.1
Cc1ccc2c(c1)C1C[N+](C)(CC(=O)c3ccc(Cl)cc3Cl)CCC1N2C(=O)c1ccc(F)cc1 (configuration not stated)	17	-3	11	11	-10	-9	-2	-5	1.0
C[C@]12CC(=O)CC1CCC1C2CC[C@@]2(C)C1CC[C@@H]2O (some centres not stated)	60*	0	12	11	8	26	4	-2	0.7
N#CCCn1cc(C(=O)NCc2ccccc2)c(-c2ccc3c(c2)OCCO3)n1	6	1	-7	-14	8	17	0	1	1.2
C/C=C/CC1(CC)C(=O)NC(=S)NC1=O	1	-3	4	1	0	0	-2	-3	-0.8
Cc1cccc(CN(C)C)c1OC(=O)N(C)C	7	-3	4	-9	9	0	1	1	-1.5
CC(=NCCN1CCCCC1)c1c(O)[nH]c(=O)[nH]c1=O	2	-3	2	-2	9	-6	-1	5	-1.0
COc1cccc(CN2CCN(C(=O)COc3ccc4ccccc4c3)CC2)c1	25	2	12	-25	16	13	-3	-2	0.9
COc1ccc(CN2CCN(c3ccccc3F)CC2)c(OC)c1	7	-3	-13	-4	14	-2	.	-1	.

The list goes on:
SMILES	NALP3 yeast inh	APJ agonist	TIM10 inh	APJ antagonist	tim10-1 inh	tim23-1 inh	GRIN3A LBD mod	beta cell repl	MPTP block
COC(=O)C1=C(c2ccc(OC)c(OC)c2)C[C@@H]2CC[C@H]1N2C(=O)N1CCOCC1	9	-5	0	2	8	6	0	2	-0.1
C[C@]12CC[C@@H]3c4ccc(O)c(O)c4CC[C@H]3[C@@H]1CC[C@@H]2O	2	16	1	-24	37	29	-1	-8	-0.1
C[C@]12CCC3C(CC[C@H]4C[C@H](OC(=O)c5cccnc5)CC[C@]34C)C1CCC2=O (some centres not stated)	54*	-1	4	8	25	30	-2	-5	2.0
CCCn1ncc(CN2CCCC(C(=O)c3cccc(OC)c3)C2)c1C (configuration not stated)	17	-2	-11	-4	-17	-13	0	0	-2.7
CCOC(=O)C1=C(C)OC(N)=C(C#N)C12C(=O)N(C)c1ccccc12 (configuration not stated)	8	-3	10	3	-2	-1	5	-5	-1.4
O=P1(Oc2ccccc2)C[C@@H](O)[C@@H](O)[C@H](COCc2ccccc2)O1 (some centres not stated)	5	7	1	2	-13	-11	9	-3	0.4
Cc1cc(C=O)c(C)n1C(C)C	-4	-1	-8	20	16	5	1	1	-0.7

In the list so far, two contain a cyano group:
SMILES	NALP3 yeast inh	APJ agonist	TIM10 inh	APJ antagonist	tim10-1 inh	tim23-1 inh	GRIN3A LBD mod	beta cell repl	MPTP block
N#CCCn1cc(C(=O)NCc2ccccc2)c(-c2ccc3c(c2)OCCO3)n1	6	1	-7	-14	8	17	0	1	1.2
CCOC(=O)C1=C(C)OC(N)=C(C#N)C12C(=O)N(C)c1ccccc12 (configuration not stated)	8	-3	10	3	-2	-1	5	-5	-1.4

Two successive compounds from above, for reference:
SMILES	NALP3 yeast inh	APJ agonist	TIM10 inh	APJ antagonist	tim10-1 inh	tim23-1 inh	GRIN3A LBD mod	beta cell repl	MPTP block
C[C@]12CC[C@@H]3c4ccc(O)c(O)c4CC[C@H]3[C@@H]1CC[C@@H]2O	2	16	1	-24	37	29	-1	-8	-0.1
C[C@]12CCC3C(CC[C@H]4C[C@H](OC(=O)c5cccnc5)CC[C@]34C)C1CCC2=O (some centres not stated)	54*	-1	4	8	25	30	-2	-5	2.0

Grouped by structure: those above containing two or more sulfur atoms
SMILES	NALP3 yeast inh	APJ agonist	TIM10 inh	APJ antagonist	tim10-1 inh	tim23-1 inh	GRIN3A LBD mod	beta cell repl	MPTP block
CCOP(=S)(OCC)SCOC(=O)NCC(=O)OC	11	1	2	-5	12	22	-3	-3	-0.3
CCCCSP1(=S)NCCCN1	-7	1	-8	-14	-3	6	-1	2	-0.8
CCN(CC)S(=O)(=O)c1cccc(N=Nc2c(O)n(CC)c(=S)n(CC)c2=O)c1	16	-4	12	30	26	43	-3	-3	8.6

High-throughput results as filed in PubChem BioAssay.
